# NPY-Y1 PAM-ag: NPY-Y1 receptor potentiators or agonists, primary screen, cell-based; NPY-Y1 expressing cells, potentiator/agonist activation; 220,000 tested, 0.37% active; Neuropeptide Y receptor type 1 (Homo sapiens), P25929; activation, % at 3.6 µM; in the data active means activation above about 33%, passing the limit was not always enough;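 further: cells stimulated with NPY at EC10 then isoproterenol at EC100; 0% = low agonist plus stimulus and 100% = saturating agonist plus stimulus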
# Target sequence (P25929 whole entry, looked up): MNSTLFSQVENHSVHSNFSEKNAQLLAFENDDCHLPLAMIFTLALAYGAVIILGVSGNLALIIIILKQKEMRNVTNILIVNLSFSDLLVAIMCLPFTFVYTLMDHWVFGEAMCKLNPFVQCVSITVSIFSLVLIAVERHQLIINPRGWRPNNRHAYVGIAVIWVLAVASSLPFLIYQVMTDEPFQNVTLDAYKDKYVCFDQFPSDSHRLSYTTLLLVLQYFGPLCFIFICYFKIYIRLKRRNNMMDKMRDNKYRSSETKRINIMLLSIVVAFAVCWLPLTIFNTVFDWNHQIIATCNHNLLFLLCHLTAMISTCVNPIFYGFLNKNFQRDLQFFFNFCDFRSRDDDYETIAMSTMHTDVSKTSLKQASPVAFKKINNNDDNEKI
# MDM2 E3 inh: MDM2-luciferase reporter signal enhancers, primary screen, MDM2 E3 ligase inhibitor project, cell-based, luminescence, 1536-well | E3 ubiquitin-protein ligase Mdm2 (Homo sapiens), Q00987 | cell-based MDM2 ubiquitination luciferase reporter, 2 h; 0 = plate control, 100 = twice control, blank-subtracted | signal enhancement, % at 5 µM | 210,000 tested, 0.11% active;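 active means signal enhancement of 30% or more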;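 further: luminescence tracks abundance of the self-degrading MDM2-luciferase fusion protein; higher signal means inhibition of MDM2 E3 ligase activity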
#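 Buffer or medium: Cells held in DMEM | Assay system: Stable mammalian line carrying autodegrading MDM2–luciferase fusion reporter | Quantity: 2000 cells/well | Times: 4 h settle plus 2 h compound, 37 °C | Doses: One concentration, 5 µM, with 0.2% DMSO | Technique: Luminescence with SteadyLite reagent, 15 min at room temperature | Benchmarks: Plate controls and plate blanks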
# Runt-SMMHC FRET: inhibitors of RUNX1 Runt–CBFb-SMMHC binding, primary screen, biochemical, FRET, Cerulean-Runt, Venus-CBFb-SMMHC, uHTS. Runt-related transcription factor 1 (Homo sapiens) + Core-binding factor subunit beta …. Cerulean-Runt/Venus-CBFb-SMMHC FRET ratio 530/480, 1 h. inhibition, % at 20 µM. 220,000 tested, 0.74% active. AID 1434, 2008;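 active means mean inhibition across duplicate retests at 20 µM reaching about 50%, limit read from the data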;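 further: 0% = DMSO wells and 100% = wells with excess untagged CBFb-SMMHC; inhibitors lower the FRET ratio by blocking Runt binding to CBFb-SMMHC; some results filed as inactive read as strong as hits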
# NPY-Y2 PAM-ag: NPY-Y2 potentiators or agonists, primary screen, cell-based. Neuropeptide Y receptor type 2 (Homo sapiens), P49146. cells expressing NPY-Y2, potentiator/agonist read-out. activation, % at 3.6 µM. 220,000 tested, 0.45% active; in the data active means activation above about 27%;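 further: cells stimulated with NPY near EC25 plus isoproterenol at EC100; 0% = vehicle plus submaximal agonist and 100% = vehicle plus saturating agonist; some results beyond the cut were filed as inactive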
# RBBP9 inhibitor: human RBBP9 inhibitors, primary screen, biochemical, fluorescence polarization, FP-Rh probe, HTS; inhibition, % at 7.94 µM; AID 1515, 2009; 220,000 tested, 0.2% active; recombinant RBBP9; Serine hydrolase RBBP9 (Homo sapiens), O75884;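 active means inhibition above the campaign mean of all tested compounds plus 3 SD, cut at about 14% in these data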;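 further: plate controls were DMSO wells with RBBP9 for no effect and wells lacking RBBP9 protein for full effect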
#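 System: RBBP9 protein / Quantity: 2.5 µM RBBP9 dispensing solution, before mixing / Also added: Serine-hydrolase probe FP-Rh, 375 nM pre-mixing / Dosing: 7.94 µM single dose, 0.794% DMSO / Timing: enzyme-compound preincubation 30 min, then probe labeling 45 min, 25 °C / Signal: FP readout at 525/598 nm / Controls: DMSO-treated enzyme wells and wells lacking RBBP9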
# Hck Nef HTS: inhibitors of Nef-activated human Hck kinase, primary screen, biochemical, Z-Lyte FRET, 384-well, Hck-YEEI. Tyrosine-protein kinase HCK (Homo sapiens), P08631. Recombinant Hck-YEEI plus Nef, Z-Lyte FRET kinase assay. inhibition, % at 20 µM. 220,000 tested, 0.68% active;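 active means Hck-Nef kinase inhibition above about 50%, limit read from the data; inactive means inhibition below that limit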;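 further: 0% = DMSO with Hck plus Nef and 100% = Hck alone without Nef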
# Target sequence (P08631 whole entry, looked up): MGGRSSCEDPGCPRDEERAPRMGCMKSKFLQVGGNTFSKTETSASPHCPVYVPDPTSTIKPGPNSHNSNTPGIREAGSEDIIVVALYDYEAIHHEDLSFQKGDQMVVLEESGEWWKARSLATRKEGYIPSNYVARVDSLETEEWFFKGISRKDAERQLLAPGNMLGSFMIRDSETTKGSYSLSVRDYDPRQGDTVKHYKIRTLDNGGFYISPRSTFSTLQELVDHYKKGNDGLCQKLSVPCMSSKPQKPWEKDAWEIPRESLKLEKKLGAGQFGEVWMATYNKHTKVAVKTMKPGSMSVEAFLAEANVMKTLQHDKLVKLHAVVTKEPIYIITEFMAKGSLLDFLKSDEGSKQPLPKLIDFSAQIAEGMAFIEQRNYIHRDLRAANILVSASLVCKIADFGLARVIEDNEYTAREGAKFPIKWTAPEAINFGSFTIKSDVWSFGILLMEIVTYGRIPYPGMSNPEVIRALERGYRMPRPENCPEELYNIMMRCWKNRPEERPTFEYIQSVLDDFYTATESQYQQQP
# p97 inhibitor: inhibitors of human p97 ATPase, primary screen, biochemical; Transitional endoplasmic reticulum ATPase (Homo sapiens), P55072; recombinant p97 ATPase, Kinase-Glo ATP luminescence, 3 h; inhibition, % at 8 µM; 220,000 tested, 0.42% active; AID 1481, 2009; in the data active means inhibition above about 15%;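 further: 0% = DMSO vehicle and 100% = wells lacking enzyme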
# NPY-Y1 antag: NPY-Y1 receptor antagonists, primary screen, cell-based; 200,000 tested, 1% active; inhibition, % at 3.6 µM; HEK293-CNG Y1 cells, membrane potential fluorescence; NPY at EC95, then isoproterenol;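 active means inhibition above the campaign mean inhibition of all tested compounds plus 3 SD, cut at about 20% in these data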;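 further: 0% = DMSO wells given NPY plus isoproterenol and 100% = isoproterenol alone without NPY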
#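 Test system – HEK293 Y1/CNG channel cell line · Also added – NPY agonist 25 nM, then isoproterenol 1 µM plus Ro 20-1724 25 µM · Compound dosing – one concentration, 3.6 µM, in 0.4% DMSO · Schedule – compound incubation 1 h at room temperature, readout 45 min post-stimulation · Technique – fluorescence, membrane potential probe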
# Runt-CBFb FRET: inhibitors of RUNX1 Runt–CBFb binding, primary screen, biochemical, FRET, Cerulean-Runt, Venus-CBFb, uHTS. Runt-related transcription factor 1 (Homo sapiens) + Core-binding factor subunit beta …. Cerulean-Runt/Venus-CBFb FRET ratio 530/480, 1 h. inhibition, % at 20 µM. 220,000 tested, 0.46% active. AID 1496, 2009;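 active means inhibition over about 50% at 20 µM in the single-dose screen, limit read from the data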;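 further: 0% = DMSO wells and 100% = excess unlabeled CBFb competitor control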
#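 Measured by: fluorescence energy transfer, 422 nm excitation, 530/480 nm emission; Assay system: Cerulean-Runt domain; Medium: Tris pH 7.5 buffer with BSA; Measure: loss of energy transfer signal; Controls: 5 µM unlabeled CBFb as full-inhibition high control; Incubation: protein complex preformed 1 h, compound exposure 1 h, room temperature, dark.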
# The depositor's hits bear a star; x = not tested or not shown. Rows were taken by chance; overall some 3.5% were active at least once.
SMILES,NPY-Y1 PAM-ag,MDM2 E3 inh,Runt-SMMHC FRET,NPY-Y2 PAM-ag,RBBP9 inhibitor,Hck Nef HTS,p97 inhibitor,NPY-Y1 antag,Runt-CBFb FRET
Cc1ccc(OCC(=O)Nc2cccc(-c3nnc(-c4ccccc4)o3)c2)c(C)c1,-23,-13,-9,-5,-7,2,-2,-1,-4
CCOC(=O)c1c(NC(=O)CSc2nnc(-c3cccnc3)o2)sc(C(C)=O)c1C,-6,-27,-2,11,-2,7,3,-1,-6
CCOC(=O)N1CCN(C(=O)c2ccc3c(=O)n(-c4ccc(OC)cc4OC)c(=S)[nH]c3c2)CC1,1,-7,3,7,-8,1,3,3,-1
COc1cccc(-c2cc(C(F)(F)F)c3c(N)c(C#N)sc3n2)c1,-3,-14,-243,-4,-2,-1,-1,10,-89
C[N+]1(CCCCSc2ccc(O)cc2)CCCCC1,2,12,2,-9,-7,1,-2,4,-16
O=[N+]([O-])c1ccc2[nH]ncc2c1,21,2,-5,9,-2,27,4,-6,0
S=C1NC2(CCS1)Oc1ccccc1C1CC(c3ccccc3)=NN12 (centres undefined),-4,-5,0,-8,-7,22,8,x,2
CCn1nc(NC(=O)c2ccccn2)c2cc3cc(C)ccc3nc21,-11,-2,82*,2,1,23,0,3,48
CC(C)CC(c1nnnn1Cc1ccco1)N1CCN(c2cccc(Cl)c2)CC1 (centres undefined),-13,-17,4,1,-4,1,3,11,15
CCOC(=O)c1c(NC(=O)Cc2cccs2)sc(C(=O)NC2CCCC2)c1C,-8,-6,4,-7,-4,1,2,3,1
CC(C)N(C(=O)Cn1cnc2c(cnn2-c2ccccc2Cl)c1=O)C(C)C,-8,-16,-4,-6,3,4,-3,-1,0
O=C(NCC(c1cccs1)N1CCOCC1)c1ccccc1NS(=O)(=O)c1ccc(Cl)cc1 (centres undefined),4,-7,1,9,-5,-1,-4,-2,0
FC(F)(F)c1ccnc(NCc2ccco2)n1,5,-1,1,-1,-5,15,2,x,1
COCCOC(=O)C1=C(C)NC(=O)CC1c1cc2c(cc1Br)OCO2 (centres undefined),-5,-13,0,-8,-11,0,-6,1,-1
CCn1c(CNc2ccc(C)cc2C)nnc1SCC(=O)N1CCCc2ccccc21,-8,-15,-10,8,-4,1,-3,-7,-4
COc1ccc(CC2(CO)CCN(Cc3cnn(C)c3C)CC2)cc1,3,-1,-2,-19,8,16,3,1,1
CCN(CC)Cc1nc2sc(C)c(C)c2c(=O)[nH]1,-7,-7,-2,13,1,6,2,7,2
COc1ccccc1CNC(=O)c1ccc(S(=O)(=O)N(C)C)cc1,17,0,-2,2,-3,-2,1,3,0
CN1CCN(CC/C=C2/c3ccccc3Sc3ccc(S(=O)(=O)N(C)C)cc32)CC1,-20,x,16,-16,-7,x,-2,11,12
CCC(C)(C)NC(=O)c1ccccc1Oc1ccccc1,14,-23,0,5,-2,-6,-7,0,0
CC1(C)CC(=O)C2=C(C1)OC1=C(C(=O)CC(C)(C)C1)C2c1cc([N+](=O)[O-])cc([N+](=O)[O-])c1O,7,-6,-9,-1,-6,21,-5,-3,-1
O=C(C1CCCCC1)N(Cc1nc2sc3c(c2c(=O)[nH]1)CCCC3)Cc1cccs1,-13,-11,1,-28,-8,3,-2,1,-4
CCN(CC)CCC(=O)c1ccc(F)cc1,-2,3,5,4,-1,18,6,4,4
CCOC(=O)CCCNC(=O)COC(=O)/C=C/c1ccc2c(c1)OCO2,-7,-5,-3,-3,6,1,0,17,-1
O=C(C1CC(=O)N(C2CCCCC2)C1)N1CCc2ccccc21 (centres undefined),3,29,-6,0,-1,19,3,2,0
CCc1ccc(CN(C)C(=O)CCc2nc3ccccc3n(-c3ccc(OC)cc3)c2=O)cc1,19,2,-8,-10,0,-2,-4,7,-7
CCCN1Cc2cccc(C(=O)Nc3cc(OC)cc(OC)c3)c2C1=O,-5,5,1,0,-3,9,0,4,-2
COc1ccc(OC)c(S(=O)(=O)N2CCC(C(=O)NCc3ccccc3)CC2)c1,-21,6,-9,3,4,1,2,1,-1
C=CCn1c(Cc2cccs2)nnc1SCC(=O)Nc1ccc(OC)cc1,-13,2,5,2,-8,1,5,4,-1
O=C(c1ccccc1)C(CCC(CN1CCOCC1)C(=O)c1ccccc1)CN1CCOCC1 (centres undefined),5,0,-3,2,0,-2,-7,-8,-7
CCOC(=O)c1c(NC(=O)c2ccno2)c2cc([N+](=O)[O-])ccc2n1C,-16,-12,-10,-12,-8,-2,-2,x,-2
Cc1cc(C)n(-c2ccc(C(=O)OCC(=O)Nc3ccc([N+](=O)[O-])cc3)cc2)n1,9,9,-1,0,-12,-2,-5,-6,0
CC(OC(=O)CN1C(=O)C2C3C=CC(C4CC34)C2C1=O)C(=O)c1ccccc1 (centres undefined),13,-13,-1,-14,-8,15,8,x,2
CCOc1ccccc1NC(=O)CCC(=O)Nc1ccc2nc(N3CCN(C)CC3)cc(C)c2c1,-10,-16,3,0,-1,3,-4,6,-2
c1ccc(CN=C2NN=C(c3ccccc3)CS2)cc1,12,-10,20,14,-6,18,3,5,10
CC(C)CN1CCN(Cc2cccn2-c2ccc(Cl)cn2)CC1CCO (centres undefined),-19,-17,-1,-21,-5,14,2,33*,-2
CCOC(=O)COc1ccc(C(=O)CC)cc1OC,0,3,-1,-5,-3,19,2,-6,-1
CC(=O)Nc1ccc(S(=O)(=O)N2CCN(Cc3cccnc3)CC2)cc1,-17,-23,0,-21,-3,0,-3,0,-1
CCOc1ccc2[nH]c(=O)c(CN(CCO)C(=O)c3ccccc3F)cc2c1,-8,6,-5,-2,-8,0,-6,-7,0
O=C1CCc2cc(S(=O)(=O)NC(C(=O)N3CCN(c4ccccn4)CC3)c3ccccc3)ccc2N1 (centres undefined),8,-5,-1,-2,-9,23,5,1,0
O=[N+]([O-])c1ccc(N2CCN(S(=O)(=O)c3ccccc3[N+](=O)[O-])CC2)cc1NCc1cccnc1,-18,4,-10,11,-8,-7,13,-2,-3
CCOC(=O)c1ccc(NC(=S)Nc2ccc(Cl)cn2)cc1,4,-6,-2,-1,-3,1,-1,2,-1
COc1cc2ncnc(NCCc3ccccc3)c2cc1OC,1,-3,-5,-16,0,59*,3,9,1
S=c1[nH]nc(-c2ccc3ccccc3n2)n1-c1ccc(Cl)cc1,-24,-16,9,-6,-9,-1,-7,5,15
O=C(O)CSc1nnnn1C1CCCCC1,-20,8,-5,-13,-6,21,-1,-3,1
CCCCCc1nc2c(C#N)c(-c3ccc(Cl)cc3)ccn2n1,-9,-2,-1,-8,-5,1,0,9,-3
CC(C)c1nnc(NC(=O)CCN2C(=O)c3ccccc3C2=O)s1,-17,-16,2,-10,1,-2,2,8,0
O=C(Nc1cccc(S(=O)(=O)NC2=NCCC2)c1)C1CCCCC1,16,-82,1,3,2,14,4,x,3
CCOC(=O)c1c(C)[nH]c(C(=O)CSc2nnnn2-c2ccccc2)c1C,-7,-8,-6,0,-4,4,0,-2,-3
O=C1c2ccccc2CN1CCNS(=O)(=O)c1ccc2ccccc2c1,7,1,-2,-18,-6,-1,2,6,-3

# Looked up above:
# RBBP9 inhibitor with `CC(C)c1nnc(NC(=O)CCN2C(=O)c3ccccc3C2=O)s1` stands at 1
# NPY-Y1 PAM-ag with `COc1cc2ncnc(NCCc3ccccc3)c2cc1OC` stands at 1

# Compounds above that contain an NH in an aromatic ring:
SMILES,NPY-Y1 PAM-ag,MDM2 E3 inh,Runt-SMMHC FRET,NPY-Y2 PAM-ag,RBBP9 inhibitor,Hck Nef HTS,p97 inhibitor,NPY-Y1 antag,Runt-CBFb FRET
CCOC(=O)N1CCN(C(=O)c2ccc3c(=O)n(-c4ccc(OC)cc4OC)c(=S)[nH]c3c2)CC1,1,-7,3,7,-8,1,3,3,-1
O=[N+]([O-])c1ccc2[nH]ncc2c1,21,2,-5,9,-2,27,4,-6,0
CCN(CC)Cc1nc2sc(C)c(C)c2c(=O)[nH]1,-7,-7,-2,13,1,6,2,7,2
O=C(C1CCCCC1)N(Cc1nc2sc3c(c2c(=O)[nH]1)CCCC3)Cc1cccs1,-13,-11,1,-28,-8,3,-2,1,-4
CCOc1ccc2[nH]c(=O)c(CN(CCO)C(=O)c3ccccc3F)cc2c1,-8,6,-5,-2,-8,0,-6,-7,0
S=c1[nH]nc(-c2ccc3ccccc3n2)n1-c1ccc(Cl)cc1,-24,-16,9,-6,-9,-1,-7,5,15
CCOC(=O)c1c(C)[nH]c(C(=O)CSc2nnnn2-c2ccccc2)c1C,-7,-8,-6,0,-4,4,0,-2,-3

# Assay outcomes as filed in PubChem BioAssay.
